Source: PubChem
PNC assembly inh: blocks assembly of the perinucleolar compartment. PC3M PTB-GFP, PNC prevalence imaging, 16 h; hits give low values. actives 3.1% (n = 140,000). activity change (PNC), negative = inhibition, % at 10 µM;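 active = readout at or below -70, meaning at least 70% loss of cells showing the perinucleolar compartment, a nuclear body marking cancer cells; inconclusive = readout between -30 and a set limit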;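 also: plate controls were DMSO wells for no effect and camptothecin positive control wells for full effect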
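PC3M cells stably expressing PTB-GFP, 750–1000 cells/well, treated 16 h at 37 °C with compound (23 nl of library stock), in duplicate. After paraformaldehyde fixation and Hoechst stain, imaged at 20x; PNC prevalence scored by image analysis.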
ALOX12 inhib: blocks human 12-lipoxygenase activity. actives 0.12% (n = 150,000). AID 1452. Potency, µM (titrated, usually from 57.1 µM), without a hit: at the highest dose activity change, negative = inhibition, usual class: inhibitors. P18054. purified 12-hLO, xylenol orange hydroperoxide absorbance; also: potency is read from the fitted curve at half-maximal effect; nearly all actives have a fitted effect of over 55% in size; many of its hits are not listed in these tables
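Lipoxygenase turnover measured by absorbance at 573 and 405 nm after Fe-XO development. Human 12hLO 150 nM, arachidonate 40 uM, pH 7.0 Hepes buffer with detergent; 15 min compound preincubation, 30 min reaction.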
IMPase inh: IMPase inhibition in cells. P97697. CHO-M1 cells, IP1 accumulation, HTRF TR-FRET ratio. inhibition (IP1 accumulation), % at 46.1 µM. 120,000 tested, under 10 active. AID 901; active = well fitted curve in the direction sought with a large enough effect in the signal ratio, not every such curve was filed as active; inconclusive = small, poorly fitted or top-dose-only effect, or a change in a side signal; inactive = no such curve, though single readings can be large or run the other way; the % refers to the signal ratio;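 also: cells stimulated with carbachol in lithium chloride buffer; plate controls were DMSO basal wells for no effect and reference inhibitor wells for full effect; higher means more IMPase inhibition seen as more IP1 and lower FRET ratio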
Target sequence (P97697 whole entry, looked up): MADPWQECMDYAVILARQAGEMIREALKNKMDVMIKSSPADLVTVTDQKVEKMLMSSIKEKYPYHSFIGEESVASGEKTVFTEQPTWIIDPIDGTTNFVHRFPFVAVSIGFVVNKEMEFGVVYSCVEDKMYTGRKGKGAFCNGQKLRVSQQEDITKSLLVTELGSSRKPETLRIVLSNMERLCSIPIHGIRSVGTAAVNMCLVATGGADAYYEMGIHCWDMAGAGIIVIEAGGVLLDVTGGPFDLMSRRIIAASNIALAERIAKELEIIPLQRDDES
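Measured: the HTRF emission ratio (665/620 nm) plus the 620 nm donor channel, each fitted to the Hill equation to give AC50. Cells were CHO-M1 given compounds up to 46 uM and a 30 min carbachol stimulation at 37C.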
15-hLO-2 inh: 15-hLO-2 (ALOX15B) enzyme inhibition; O15296; purified 15hLO-2, xylenol orange hydroperoxide absorbance; Potency, µM (highest dose often 57.1 µM), without a hit: top-dose activity change, negative = inhibition, most hits filed as inhibitors; actives 0.56% (n = 110,000); AID 881; also: potency is read from the fitted curve at half-maximal effect; nearly all actives have a fitted effect of over 60% in size; many of its hits are not listed in these tables
Target sequence (O15296 whole entry, looked up): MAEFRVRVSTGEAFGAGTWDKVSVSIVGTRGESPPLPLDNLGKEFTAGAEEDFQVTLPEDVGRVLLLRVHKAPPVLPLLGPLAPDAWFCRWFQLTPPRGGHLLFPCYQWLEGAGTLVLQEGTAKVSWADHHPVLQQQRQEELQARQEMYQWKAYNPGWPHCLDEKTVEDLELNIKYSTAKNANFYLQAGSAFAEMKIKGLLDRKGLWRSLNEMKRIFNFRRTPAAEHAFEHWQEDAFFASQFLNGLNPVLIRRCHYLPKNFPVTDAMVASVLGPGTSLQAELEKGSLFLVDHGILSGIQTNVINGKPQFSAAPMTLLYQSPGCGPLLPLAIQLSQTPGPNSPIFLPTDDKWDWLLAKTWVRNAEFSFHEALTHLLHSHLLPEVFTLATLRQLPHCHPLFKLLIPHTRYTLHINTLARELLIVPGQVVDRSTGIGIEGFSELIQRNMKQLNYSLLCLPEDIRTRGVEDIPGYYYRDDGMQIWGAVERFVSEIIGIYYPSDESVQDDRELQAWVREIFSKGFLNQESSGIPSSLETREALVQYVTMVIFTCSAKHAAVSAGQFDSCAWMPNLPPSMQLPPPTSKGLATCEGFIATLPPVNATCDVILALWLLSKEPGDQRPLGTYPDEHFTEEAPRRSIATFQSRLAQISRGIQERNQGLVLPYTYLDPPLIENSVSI
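Enzyme 50 nM, AA 45 uM, 25 mM Hepes pH 7.5 + 0.01% Triton X-100; cpd preinc 15 min RT, rxn 90 min RT; stop/detect with 200 uM XO + 300 uM Fe(II) in 50 mM H2SO4, 30 min; A573/A405.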
Starred values were filed as active, the others as inactive; ? = inconclusive; . = not tested or not shown; & = joins results of further samples; [ ] = dose if it differs, or a comment. Unless noted, calls follow the shape of the dose curve; as a rule, active = well fitted curve in the direction sought with a large enough effect; inconclusive = small, poorly fitted or top-dose-only effect, or another doubt; inactive = no such curve, though single readings can be large; an effect the other way counts as inactive or inconclusive. Unless noted, % is scaled to controls: 0 for no effect and ±100 for the full control effect. This is a subset; count on the stated rates, not on these rows.

SMILES	PNC assembly inh	ALOX12 inhib	IMPase inh	15-hLO-2 inh
CN(C(=O)c1ccncc1)c1nnc(-c2ccccn2)s1	41	4%	-3	2%
CCc1ccc(N2CCN(C(=O)c3ccc(OC)c(OC)c3)CC2)cc1	-3	0%	2	-2%
Cc1ccc(S(C)(=O)=O)cc1S(=O)(=O)Nc1ccccc1	20	-1%	.	.
CCc1ccccc1NC(=O)CSc1nnc(-c2ccco2)n1N	32	1%	-10	-5%
O=C(CN1C(=O)c2ccccc2S1(=O)=O)Nc1ccc(S(=O)(=O)N2CCCC2)cc1	26	0%	1	1%
CC(C)C(=O)NC(c1ccco1)c1ccc2cccnc2c1O (stereo not given)	-25	10µM*	6	29%
COc1ccc(N=C(NN)c2ccc3ccccc3n2)cc1	-14	-2%	.	.
Cc1ccc(C(C(=O)NC2CCCCC2)N(CC2CCCO2)C(=O)CNC(=O)c2ccco2)cc1 (stereo not given)	-6	-9%	10	0%
Cc1ccccc1/C=N/NC(=O)c1sccc1C	0	0%	.	.
O=C(Nc1nnc(CC(=O)N2CCOCC2)s1)C1COc2ccccc2O1 (stereo not given)	43	0%	5	-5%
O=C(O)CNC(=O)C1COc2ccccc2O1 (stereo not given)	16	-3%	4	-3%
O=C(Oc1ccccc1)c1cccc2cccnc12	-14	-16%	3	2%[2.29 µM]
[O-][N+](=Nc1ccccc1)c1ccccc1	.	1%	.	4%
CC1CCCCC1NC(=O)COn1nnc2ccc(Cl)cc21 (stereo not given)	-5	3%	-3	8%
CS(=O)(=O)N1CCN(c2ccccc2NC(=O)c2cccc3ccccc23)CC1	-27	7%	14	.
COC(=O)Nc1sc2c(c1C(=O)NC1CC1)CCCCCC2	6	-5%	-1	-9%
c1ccc(-n2nnnc2NCCc2c[nH]c3ccccc23)cc1	-5	-6%	-1	-6%
Fc1ccccc1Cn1nnc(-c2ccc3c(c2)OCO3)n1	20	-7%	-8	2%
CC(=O)N1CCc2cc(S(=O)(=O)NCCC(=O)Nc3ccc4c(c3)OCCO4)ccc21	-25	4%	-6	7%
COc1cccc(-n2cnc3cccc(N)c32)c1	?	-2%	16	4%
Cc1ccc(S(=O)(=O)Nc2nc(C)c(C(=O)Nc3ccccc3)s2)cc1	-7	-1%	.	.
COc1ccc(CCNC(=S)Nc2cccc3ccccc23)cc1	-2	?	.	.
N#CC1=C(N)N(c2ccccc2)C2=C(C(=O)CCC2)C1c1ccccc1 (stereo not given)	6	-19%	9	.
COc1ccc(NC(=O)CSC2CC(=O)N(c3ccc4c(c3)OCCO4)C2=O)cc1 (stereo not given)	42	-2%	-1	-13%
O=C(c1ccc2snnc2c1)N1CCOCC1	29	4%	-2	2%
O=C(CSc1nnnn1-c1cccc2ccccc12)Nc1ccc(N2CCOCC2)c(Cl)c1	61	-1%	-5	-3%
O=C(NCc1ccc(F)cc1)c1noc2c1CCCCC2	48	-2%	-11	-4%
O=C(CN1CCOCC1)Nc1nc2ccc(Br)cc2s1	?	-5%	-3	-12%
OC1CCN(c2c3c(nc4cc(-c5ccc(Cl)cc5)nn24)CCC3)CC1	-25	-10%	-12	.
COc1cc(N(C(=O)Cc2cccs2)C(C(=O)NC2CCCCC2)c2ccc(C)cc2)ccc1-n1cnnn1 (stereo not given)	?	-2%	.	.
Cc1nnc(SCc2nnc(-c3ccc(Cl)cc3)o2)n1-c1ccccc1	8	-6%	9	3%
CCn1c(=O)c(C(=O)Nc2ccccc2S(N)(=O)=O)c(O)c2ccccc21	-10	-18%	3	0%
COc1ccccc1NS(=O)(=O)c1cccc(C(=O)N/N=C2\CC(=O)CC(C)(C)C2)c1	8	1%	-6	.
COc1ccc(CC(=O)N2N=C(C)CC2(O)c2cccnc2)cc1 (stereo not given)	?	2%	1	5%
C=CCN(c1cccc(C(F)(F)F)c1)S(=O)(=O)c1cccc(C(=O)OCC(=O)NC)c1	-12	1%	-4	.
O=C(/C=C/c1cccc(Br)c1)NCC1CCCCC1	-13	-2%	9	.
CCSc1nc2c(c(=O)n1-c1ccc(F)cc1)SCC2	2	0%	-1	.
O=C(COc1ccccc1)Nc1cc(C(F)(F)F)ccc1N1CCCC1	22	2%	10	-22%
Cc1nonc1OCCn1nnnc1N	-11	-1%	2	3%
CCc1ccccc1NC(=O)Cn1nc(C(F)(F)F)cc1C1CC1	4	-1%	4	-8%
CCN(CC)S(=O)(=O)c1ccc(C(=O)Nc2cccc(C)c2)cc1	?	-2%	-1	-3%
Cc1ccc(/C=C2/C(=O)N=C(N)N2C)s1	3	-2%	.	.
CCCCS(=O)CC(O)COc1ccc(C(C)(C)C)cc1 (stereo not given)	0	3%	6	0%
C/C(N)=C(/C#N)C(=O)COc1ncnc2ccccc12	38	-2%	2	2%
O=C(CSc1nc2cc(Cl)ccc2c(=O)n1Cc1ccco1)Nc1ccc(S(=O)(=O)N2CCOCC2)cc1	42	0%	.	.
CC(=O)c1ccc(NC(=O)c2ccc(S(=O)(=O)c3ccccc3)cc2)cc1	24	-2%	.	.
COc1ccc(N2C(=O)[C@@H]3[C@H](C2=O)[C@H]2c4ccccc4C=CN2[C@@H]3C(C)=O)cc1	34	-2%	.	.
O=C(NC(=S)Nc1ccccc1N1CCOCC1)c1ccc(-c2cccc(Cl)c2)o1	-11	-8%	-8	.
COc1cc(OC)c2c(=O)c(-c3ccc4c(c3)OCO4)coc2c1	.	-2%	.	3%
CCOC(=O)c1cnc2c(Cl)cccc2c1NCCN(C)C	9	-1%	10	21%

Remaining list, next part.
SMILES	PNC assembly inh	ALOX12 inhib	IMPase inh	15-hLO-2 inh
O=c1[nH]c2cnccc2n1-c1ccccc1	-1	3%	7	1%
COc1cccc(/C=N/NC(=O)CC(=O)NCCc2ccccc2)c1OC	-5	0%	.	.
CCCOCCOC(=O)C1=C(C)NC(=O)NC1c1cc(Cl)c(O)c(OC)c1 (stereo not given)	-6	-8%	-12	-7%
CCOC(=O)c1ccc(NC(=O)CSc2nnc(C3CCCCC3)n2C)cc1	?	1%	9	.
CCC[C@@H]1C[C@@]1(CCC)[C@@H](NC(=O)c1ccccc1)c1ccc(C(=O)OC)cc1	?	-2%&-6%	.	15%
CCCC(=O)NCCc1cc2ccc(C)c(C)c2[nH]c1=O	?	1%	-1	-2%
O=C(Cc1ccc(-c2ccccc2)cc1)NCCN1CCOCC1	7	-1%	-8	16%
C=CCn1c(CSCc2ccccc2)nnc1SCC(=O)N1CCN(c2ccccc2)CC1	2	-6%	7	.
CC(C)=C(NC(=O)c1ccco1)C(=O)NCCc1nc2ccccc2[nH]1	12	-4%	-2	3%
COC(=O)c1c(NC(=O)c2ccccc2)sc(C(=O)c2ccccc2)c1C	65	-1%	-4	2%
O=C(/C=C/c1ccc(OC(F)F)cc1)OCC(=O)N1CCN(C(=O)c2ccco2)CC1	13	-3%	.	.
O=C(Nc1nc(-c2ccc3c(c2)OCO3)cs1)C1CC1	1	-6%	4	-4%
COc1ccccc1-n1c(C)nnc1SCC(=O)NCc1ccccc1	267	8%	10	.
Cc1c(C(=O)Nc2cccc(Cl)c2)oc2ccc(S(=O)(=O)N3CCC4(CC3)OCCO4)cc12	-17	6%	-6	6%
O=C(O)CCCN1C(=O)NC2NC(=O)NC21 (stereo not given)	?	9%	-5	1%
O=C(O)c1ccc(NCc2cccnc2)cc1	-28	1%	-10	0%
CCOc1cc2[nH]c(=S)n(CCC(=O)NCc3ccc(OC)cc3)c(=O)c2cc1OCC	8	-4%	3	-13%
Cc1sc2nc(CSCC(=O)N(C)c3ccccc3)[nH]c(=O)c2c1C	36	-1%	-5	.
CCN(C(=O)COc1ccccc1[N+](=O)[O-])C1CCS(=O)(=O)C1 (stereo not given)	39	0%	.	.
Cc1nc(C)c(C(=O)Nc2ccc(Oc3ccccc3)cc2)o1	?	0%	6	-6%
Cc1ccc(C(=O)Nc2nc(=O)n(C(=O)c3ccccc3C)s2)cc1	1	-1%	7	-13%
COc1ccc(OCC(=O)Nc2cccc(NC(=O)COc3ccc(OC)cc3)n2)cc1	?	2%	4	2%
Nc1nn(S(=O)(=O)c2ccccc2)cc1-c1ccc([N+](=O)[O-])cc1	-16	-18%	.	.
OCCN(CCO)CC(O)COc1ccc2c(c1)OCO2 (stereo not given)	31	-2%	-25	20%
O=C(NC1CCCC1)C(c1ccc(F)cc1)N(C(=O)Cc1cccs1)c1ccc2c(c1)OCCO2 (stereo not given)	25	0%	0	.
CN(C)c1ccc(NC(=O)c2ccc3nsnc3c2)cc1	27	-2%	23	-5%
O=C(CSc1nnc2ncccn12)N1CCCCCC1	?	-1%	1	0%
COc1cc(C)c(Cl)cc1S(=O)(=O)NCC1CCCO1 (stereo not given)	16	1%	-12	0%
COc1cc(/C=N/NC(=S)Nc2cccc(Cl)c2C)ccc1OCC(=O)N1CC(C)OC(C)C1 (stereo not given)	-15	4%	-2	.
COc1ccc(C2CC(C(F)(F)F)n3nc(C(=O)O)c(Cl)c3N2)cc1OC (stereo not given)	-20	4%	4	6%
O=C(Nc1ccc2c(c1)OCCO2)N1CCN(c2ccc(F)cc2)CC1	-112*	1%	0	5%
COc1ccc(N2C(=O)CC(Sc3nnc(-c4ccccc4)o3)C2=O)cc1 (stereo not given)	?	-10%	?	-23%
CCOC(=O)c1cccc(NC(=O)CN(c2ccc(C)cc2)S(=O)(=O)c2c(C)noc2C)c1	-18	?	12	15%
Nc1c(C(=O)NCC2CCCO2)sc(=S)n1-c1ccccc1 (stereo not given)	-3	-6%	5	-3%
C/C(=N\NC(=O)C1COc2ccccc2O1)c1ccccn1 (stereo not given)	109	-6%	.	.
CC(NC(=O)c1noc2c1CCCCC2)c1ccccc1 (stereo not given)	-14	-1%	4	.
COc1cccc(N2CCN(C(=O)c3ccc(=O)oc3)CC2C)c1 (stereo not given)	2	-5%	-2	2%
O=C(Nc1ccc(N2CCOCC2)cc1)Nc1ccc(Cl)c(Cl)c1	38	-25%	-1	-15%
CC1(C)CC2CC(C)(CN2C(=O)NC(=O)c2ccccc2)C1 (stereo not given)	-5	0%	-2	.
CCn1nc(C)cc1-c1n[nH]c(=S)n1N	6	0%	-2	-7%

Record cards, from the list above:
O=C(Nc1ccc(N2CCOCC2)cc1)Nc1ccc(Cl)c(Cl)c1 reads PNC assembly inh: 38; ALOX12 inhib: -25%; IMPase inh: -1; 15-hLO-2 inh: -15%
CCOC(=O)c1cccc(NC(=O)CN(c2ccc(C)cc2)S(=O)(=O)c2c(C)noc2C)c1 reads PNC assembly inh: -18; ALOX12 inhib: ?; IMPase inh: 12; 15-hLO-2 inh: 15%
